MT1-MMP act inh – blockers of MT1-MMP proenzyme processing, primary screen, HT1080 RFP-PRO-GFP cells, GFP/RFP fluorescence; Matrix metalloproteinase-14 (Homo sapiens), P50281; GFP/RFP ratio fluorescence, overnight; percent of plate control window, DMSO zero; GFP/RFP ratio change, % at 20 µM; 360,000 tested, 0.061% active; AID 651647, 2012;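 active = GFP/RFP ratio change of at least 30% with cell ATP level not reduced by more than half and red fluorescence within 50% of control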; also: strong numbers were not always called active
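Assay system: HT1080 RFP-PRO-GFP cells | Dosing: 20 µM single dose, 1% DMSO | Incubation: Cells overnight before dosing, compound overnight, 37 °C, 5% CO2 | Evaluation: GFP/RFP fluorescence ratio | Control set: DMSO-only wells and HT1080 RFP-L50D-GFP cell wells as references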
bovine MsrA act – bovine MsrA enzyme activators, primary screen, biochemical, absorbance, HTS | Methionine sulfoxide reductase A (Bos taurus) | purified bovine MsrA, absorbance read-out | activation, % at 10.6 µM | 360,000 tested, 0.3% active | AID 602163, 2012; in the data active = activation above about 7.5%;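 also: 0% = vehicle and 100% = reference activator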
NRP1-CendR mod – modulators of CendR peptide binding to NRP-1, primary screen, biochemical, fluorescence polarization, uHTS; FAM-RPARPAR peptide binding to NRP-1; inhibition, % at 25 µM; Neuropilin-1 (Homo sapiens), O14786; 360,000 tested, 0.85% active;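 active = inhibition or corrected inhibition above about 18%, plus a signal ratio from 0.5 to 1.5, limit read from the data, passing the limit was not always enough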; also: strong numbers were not always called active
Target sequence (O14786 whole entry, looked up): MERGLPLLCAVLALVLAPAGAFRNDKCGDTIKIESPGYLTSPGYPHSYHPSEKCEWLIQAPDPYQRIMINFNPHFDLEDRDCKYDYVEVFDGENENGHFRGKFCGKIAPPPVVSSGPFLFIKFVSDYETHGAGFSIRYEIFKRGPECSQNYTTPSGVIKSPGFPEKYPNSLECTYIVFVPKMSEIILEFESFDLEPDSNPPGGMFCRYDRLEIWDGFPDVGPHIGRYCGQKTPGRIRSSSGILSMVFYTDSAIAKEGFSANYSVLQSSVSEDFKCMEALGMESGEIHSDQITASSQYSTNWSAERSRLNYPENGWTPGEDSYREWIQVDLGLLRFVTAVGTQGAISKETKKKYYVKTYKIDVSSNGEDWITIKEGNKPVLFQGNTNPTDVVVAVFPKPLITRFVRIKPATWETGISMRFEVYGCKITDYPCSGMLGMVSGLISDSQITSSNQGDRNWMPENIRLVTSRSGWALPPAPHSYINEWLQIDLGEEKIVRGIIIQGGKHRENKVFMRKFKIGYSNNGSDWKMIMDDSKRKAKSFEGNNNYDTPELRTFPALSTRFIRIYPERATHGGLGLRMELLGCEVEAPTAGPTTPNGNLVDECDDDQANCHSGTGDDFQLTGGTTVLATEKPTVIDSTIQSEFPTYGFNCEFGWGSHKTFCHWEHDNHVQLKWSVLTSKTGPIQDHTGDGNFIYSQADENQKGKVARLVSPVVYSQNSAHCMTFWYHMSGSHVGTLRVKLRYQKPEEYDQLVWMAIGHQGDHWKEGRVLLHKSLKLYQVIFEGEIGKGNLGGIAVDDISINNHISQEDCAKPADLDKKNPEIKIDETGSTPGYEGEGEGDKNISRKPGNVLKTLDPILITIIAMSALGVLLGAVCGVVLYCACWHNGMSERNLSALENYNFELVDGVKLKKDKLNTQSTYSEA
FAS TE block – FAS thioesterase domain inhibitors, primary screen, biochemical, fluorescence intensity, uHTS | Fatty acid synthase (Homo sapiens), P49327 | recombinant FAS-TE, OMFH fluorogenic substrate, fluorescence endpoint | inhibition, % at 15 µM | 360,000 tested, 0.67% active | AID 602261, 2012;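 active = compounds whose normalised, plate-corrected inhibition of enzyme fluorescence in the single-dose primary screen is 50% or more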;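 also: 0% = DMSO with enzyme and 100% = substrate without enzyme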
MsrA inhibitor – bovine MsrA enzyme inhibitors, primary screen, biochemical, absorbance, HTS; Methionine sulfoxide reductase A (Bos taurus); purified bovine MsrA, absorbance read-out; inhibition, % at 15.5 µM; 360,000 tested, 0.75% active; in the data active = inhibition above about 4.5%;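 also: 0% = vehicle wells with enzyme and 100% = reference inhibitor wells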
eLon inh – inhibitors of E. coli Lon protease, primary screen, biochemical, fluorescence polarization | inhibition, % at 7.94 µM | 360,000 tested, 0.42% active | purified E. coli Lon protease; in the data active = inhibition above about 13%, passing the limit was not always enough;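 also: 0% = enzyme with probe and DMSO and 100% = no enzyme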
MLLE-PAM2 inh – inhibitors of PABP1 MLLE–PAM2 peptide binding, primary screen, biochemical, fluorescence polarization, FITC-PAM2, GST-MLLE; AID 588489, 2011; 360,000 tested, 0.36% active; Polyadenylate-binding protein 1 (Homo sapiens), P11940; inhibition, % at 20 µM; in the data active = inhibition above about 35%, passing the limit was not always enough;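 also: plate controls were DMSO wells with GST-MLLE for no effect and wells lacking GST-MLLE protein for full effect; some results filed as inactive read as strong as hits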
TbMetRS inhib – T. brucei MetRS inhibitors, primary screen, biochemical, luminescence | methionyl-tRNA synthetase (Trypanosoma brucei brucei) | 360,000 tested, 0.4% active | purified T. brucei MetRS, ATP depletion, Kinase-Glo luminescence | inhibition, % at 11.9 µM;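 active = inhibition above a per-plate cutoff of the control wells' mean inhibition plus 3 SD, cut at about 5.5% in these data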;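 also: 0% = DMSO wells median and 100% = median of wells with control inhibitor compound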
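Test system – parasite MetRS enzyme · Reagent – substrates ATP, L-methionine and bulk Escherichia coli tRNA · Doses – 11.9 µM compound single dose, 0.9% DMSO · Times – 15 min enzyme-compound preincubation, 2 h reaction, 10 min detection, 25 °C · Signal – Kinase-Glo luminescence, ATP depletion format · Controls – DMSO-only wells as low control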
SKN-1 block – suppressors of acrylamide-induced Pgst-4::GFP reporter in worms, primary screen, SKN-1 inhibitor project, whole organism, uHTS, GFP/RFP fluorescence ratio, strain VP596; inhibition, % at 21.8 µM; 360,000 tested, 0.49% active; AID 624304, 2012; C. elegans VP596 Pgst-4::GFP/RFP ratio, 24 h;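 active = interference check ratio from 0.5 to 1.5 plus GFP to RFP signal ratio inhibition reaching or exceeding a fixed threshold, cut at about 30% in these data, passing the limit was not always enough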; also: some compounds called inactive have numbers as strong as hits
Active calls of the source: *; / = not tested or not shown.

SMILES	MT1-MMP act inh	bovine MsrA act	NRP1-CendR mod	FAS TE block	MsrA inhibitor	eLon inh	MLLE-PAM2 inh	TbMetRS inhib	SKN-1 block
CC1=C(C(=O)OC(C)C)C(c2cccs2)N2C(=O)C(C)SC2=N1 (stereo not given)	-24	-1	4	-2	0.4	1	23	0.4	17
O=C1OC(C(=O)NCc2ccccc2)Cc2ccccc21 (stereo not given)	-6	-1	-4	-4	0.0	3	-27	-0.3	7
Cc1noc(C)c1C(=O)Nc1nc(-c2cccs2)cs1	10	-9	2	0	0.6	8	12	-0.5	-13
COc1cc(NC(=O)CCc2c(C)nc3nc(C)nn3c2C)cc(OC)c1	4	0	1	-5	0.1	-13	5	-0.5	-8
COc1ccccc1-c1cnc(C(O)c2ccc(Cl)c(F)c2)[nH]1 (stereo not given)	9	-1	3	9	0.3	-11	3	0.6	6
Nc1c(C(=O)NCCc2ccccc2)nnn1Cc1ccccc1	0	0	2	-2	-0.2	-6	0	-0.6	-2
CCC(CC)C(=O)c1c[nH]c(C(=O)OC)c1	-4	2	0	0	0.0	-9	-9	-0.5	-1
Cc1cc2nc(-c3ccc[nH]c3=O)n(Cc3cccc(F)c3)c2cc1C	4	-4	-8	0	1.2	0	3	-1.0	1
CCOC(=O)N1CCC(N(CCN(C)C)C(=S)Nc2cc(Cl)cc(Cl)c2)CC1	-1	-2	6	-4	-0.9	5	-9	0.2	-7
CC1CCN(CCCn2c(=S)[nH]c3c(sc4ccccc43)c2=O)CC1	10	-2	-2	-4	0.0	-4	-58	0.2	-1
Cc1ccc(Nc2nc(N)nc(CN3CCCCCC3)n2)c(C)c1	3	-7	6	-5	0.1	-3	-10	-1.6	17
COc1ccc(OC)c(NC(=O)CCNS(=O)(=O)c2cccc3nonc23)c1	-2	-3	28*	-3	0.2	-1	-10	-0.2	9
CC(=O)c1c(C)[nH]c(C(=O)COC(=O)CN2C(=O)C3CCCCC3C2=O)c1C (stereo not given)	0	-3	-15	-7	0.4	-1	3	-0.1	11
Cn1ccc(C(=O)OCC(=O)Nc2cccc3ccccc23)n1	-1	-3	6	1	-0.5	-9	4	0.0	4
O=C(OCC(=O)c1ccccc1Br)c1ccncc1	3	-4	13	-4	-0.7	-5	-6	-0.7	5
O=C1c2ccc(Cl)cc2S(=O)(=O)c2cccc(C(=O)N3CCN(c4ccc(Cl)cn4)CC3)c21	8	-5	-10	59*	0.6	1	9	-0.2	-16
O=C(NCC1CCCO1)c1sc2ccccc2c1Cl (stereo not given)	-4	-6	6	-9	1.7	-5	-3	-1.2	20
O=C(N/N=C/c1ccc([N+](=O)[O-])o1)c1cn(-c2ccccc2)nc1-c1ccccc1	1	-3	-20	-10	2.6	-4	-31	-0.2	11
O=C(OCC(=O)N1CCc2ccccc21)c1ccccc1	3	-1	5	-3	0.0	-3	11	-0.2	5
CC(=O)Nc1cc2c(cc1C(C)=O)OCCO2	1	-2	16	-2	0.9	1	-14	-0.9	-3
O=C(CCl)NNc1cccc(Cl)n1	0	-1	6	-6	-1.0	-5	14	-1.0	3
Oc1ccc(N=Cc2c(O)ccc3ccccc23)cc1	2	0	-155	-5	-0.3	-14	-168	-0.2	0
COc1cc2c(cc1OC)CN(Cc1ccc(C)s1)CC2	0	-1	-8	-2	0.7	-3	0	0.0	-6
COc1cc(C(=O)NCc2cn3cccc(C)c3n2)cc(OC)c1OC	-3	1	-1	-5	1.1	2	2	0.0	1
CC1CCN(C(=O)C2CCCN(S(=O)(=O)c3ccc4c(c3)CC(C)N4C(=O)C3CC3)C2)CC1 (stereo not given)	0	1	-14	6	-0.3	-2	12	-0.3	-10

Limited to NRP1-CendR mod and SKN-1 block (2 entries from above):
| molecule | NRP1-CendR mod | SKN-1 block |
| --- | --- | --- |
| COc1ccc(OC)c(NC(=O)CCNS(=O)(=O)c2cccc3nonc23)c1 | 28* | 9 |
| Nc1c(C(=O)NCCc2ccccc2)nnn1Cc1ccccc1 | 2 | -2 |

Continuation:
SMILES	MT1-MMP act inh	bovine MsrA act	NRP1-CendR mod	FAS TE block	MsrA inhibitor	eLon inh	MLLE-PAM2 inh	TbMetRS inhib	SKN-1 block
O=C(COC(=O)CCC(=O)N1CCOCC1)Nc1ccc(Br)cc1Br	-2	-13	1	-4	-1.3	-13	2	-0.2	-9
N=C1C(c2nc3ccccc3c(=O)[nH]2)=C(O)CN1CCO	-8	-2	-5	-4	2.8	3	-11	0.2	-15
O=C(CCNC(=O)c1ccco1)Nc1ccc(Cl)c(C(F)(F)F)c1	1	-2	4	9	-1.2	-5	1	1.6	3
COc1ccc(S(=O)(=O)N2CCN(Cc3cccs3)CC2)cc1OC	-1	-2	4	3	-0.5	-4	0	-0.3	10
OCC[C@H]1C[C@@H](O)[C@H](O)[C@@]2(Cc3ccccc3CO2)O1	2	-4	-6	-5	0.0	-4	2	-0.4	-12
Cc1ccccc1NC(=S)N(C)Cc1cn(C)c2ccccc12	-2	-2	-8	3	-0.4	0	-74	0.7	10
COc1ccc(Cc2c(-c3cccc(Cl)c3)nc3cc(C)c(Br)c(C)n23)c(C)c1	2	-3	-5	26	-0.8	-11	/	0.1	2
CCN(CC)S(=O)(=O)c1cc(-c2nnc(-c3ccc(Br)cc3)o2)ccc1Br	-1	-2	-4	33	0.4	0	13	-1.0	30
O=C(CN(Cc1ccc(Cl)cc1)C(=O)CNS(=O)(=O)c1ccccc1)NCC1CCCO1 (stereo not given)	2	2	3	-3	-0.7	-6	-1	0.8	14
CCCCN(C(=O)c1cccc(S(=O)(=O)N2CCN(Cc3ccccc3)CC2)c1)c1ccccc1	1	-1	6	24	-0.8	2	7	-0.4	0
CCn1c(=O)c2c3c(sc2n2c(=S)[nH]nc12)CCC3	-3	-2	-2	-8	0.5	7	-60	-0.9	-9
Cc1ccc(C(=O)NC2CCN(CC(=O)NCc3cccs3)CC2)cc1	-10	1	-5	-3	-1.8	15	2	-0.6	-5
Nc1nc(SCC(=O)N2CCCc3ccccc32)n[nH]1	4	-8	-2	-6	0.0	10	10	0.0	-16
O=CNc1c(Br)cc2c(c1Br)Cc1cc(Br)ccc1-2	-3	2	-4	-5	0.6	-10	8	-0.1	8
Cc1ccn2cc(CCNC(=O)C3CC=CCC3C(=O)O)nc2c1 (stereo not given)	-4	-4	-14	-8	-0.1	-6	11	-0.7	-9
Cc1cc(C(=O)CN2CCCC2)c(C)n1-c1ccc(Cl)cc1	0	-4	-11	1	1.2	2	-7	0.2	22
CCSc1ccc([C@@H]2[C@@H]3C(=O)N(CC)C(=O)[C@@H]3[C@]3(C(=O)OC)CCCN23)cc1	-4	-1	-19	3	-0.1	1	3	-0.4	-6
CCNC(=O)Oc1ccc(-c2csnn2)cc1	-3	-4	11	-4	0.1	-14	8	-0.5	2
CCN(CC(=O)Nc1c(F)cccc1F)C(=O)CSCC(=O)Nc1ccc(OC)cc1	-4	-5	3	-5	-0.6	-8	8	-0.3	6
CCC(=O)Nc1cccc(NC(=O)CSc2nnc(-c3ccc(NS(C)(=O)=O)cc3)n2C)c1	6	-2	0	-5	-0.7	8	-11	0.2	8
CC(=O)Nc1ccc2c(c1)C(=Nc1cccc(C)c1)c1ccccc1-2	1	-3	-5	20	0.3	-7	7	-0.2	14
COc1ccc(OC)c(C(=O)NC(CC(N)=O)c2ccc(NCc3ccc(F)c(F)c3)c([N+](=O)[O-])c2)c1 (stereo not given)	13	-8	-9	2	0.0	1	4	-0.3	-7
COC(=O)c1cc(Cl)cc2c(CCO)c[nH]c12	3	-3	-2	-9	0.9	-7	6	-0.1	3
COc1ccccc1C1CCN(c2ccc([N+](=O)[O-])c(OC)c2)CC1	7	-3	2	29	-0.5	6	-8	-0.4	-2
C=C1C(=O)C=C[C@]2(C)C[C@@H]3OC(=O)[C@](C)(O)[C@H]3C[C@@H]12	6	0	1	-3	0.9	-8	-3	0.2	25
(more compounds)
SMILES	MT1-MMP act inh	bovine MsrA act	NRP1-CendR mod	FAS TE block	MsrA inhibitor	eLon inh	MLLE-PAM2 inh	TbMetRS inhib	SKN-1 block
Cc1ccc(CNC(=O)c2sccc2-n2cccc2)cc1	-7	-5	14	5	-0.5	0	-3	-0.8	16
COc1cc2c(cc1OC)C(C)N(C(=O)c1c(C)noc1C)CC2 (stereo not given)	-1	-8	-1	-5	-1.2	4	10	-0.9	-4
Cc1nn(Cc2c(Cl)cccc2Cl)c(C)c1NC(=O)Cn1nc([N+](=O)[O-])c(Cl)c1C	-3	-2	-6	-9	0.1	-7	9	-0.3	6
N=C1SCC(=O)N1c1ccccc1Cl	1	-5	-2	-4	0.2	-3	-18	-1.4	1
NS(=O)(=O)c1ccc(NC(=O)CSc2n[nH]c(=O)n2Cc2ccccc2)cc1	1	-1	3	-5	-0.7	0	-43	0.0	11
COC(=O)C1(C(O)C(=O)c2ccc(C)cc2C)CCCCC1 (stereo not given)	4	1	6	-1	-1.6	4	4	-0.3	8
O=C(COC(=O)CCC(=O)c1cccs1)Nc1ncc(Cl)cc1Cl	-2	-2	-4	-8	-0.9	-10	-8	-0.2	18

Entries shown so far with an NH in an aromatic ring, in the order listed:
SMILES	MT1-MMP act inh	bovine MsrA act	NRP1-CendR mod	FAS TE block	MsrA inhibitor	eLon inh	MLLE-PAM2 inh	TbMetRS inhib	SKN-1 block
COc1ccccc1-c1cnc(C(O)c2ccc(Cl)c(F)c2)[nH]1 (stereo not given)	9	-1	3	9	0.3	-11	3	0.6	6
CCC(CC)C(=O)c1c[nH]c(C(=O)OC)c1	-4	2	0	0	0.0	-9	-9	-0.5	-1
Cc1cc2nc(-c3ccc[nH]c3=O)n(Cc3cccc(F)c3)c2cc1C	4	-4	-8	0	1.2	0	3	-1.0	1
CC1CCN(CCCn2c(=S)[nH]c3c(sc4ccccc43)c2=O)CC1	10	-2	-2	-4	0.0	-4	-58	0.2	-1
CC(=O)c1c(C)[nH]c(C(=O)COC(=O)CN2C(=O)C3CCCCC3C2=O)c1C (stereo not given)	0	-3	-15	-7	0.4	-1	3	-0.1	11
N=C1C(c2nc3ccccc3c(=O)[nH]2)=C(O)CN1CCO	-8	-2	-5	-4	2.8	3	-11	0.2	-15
CCn1c(=O)c2c3c(sc2n2c(=S)[nH]nc12)CCC3	-3	-2	-2	-8	0.5	7	-60	-0.9	-9
Nc1nc(SCC(=O)N2CCCc3ccccc32)n[nH]1	4	-8	-2	-6	0.0	10	10	0.0	-16
COC(=O)c1cc(Cl)cc2c(CCO)c[nH]c12	3	-3	-2	-9	0.9	-7	6	-0.1	3
NS(=O)(=O)c1ccc(NC(=O)CSc2n[nH]c(=O)n2Cc2ccccc2)cc1	1	-1	3	-5	-0.7	0	-43	0.0	11

Screens: PubChem, several laboratories
